ROC1-CUL1 inh: inhibitors of human ROC1-CUL1 ubiquitin ligase activity. E3 ubiquitin-protein ligase RBX1 (Homo sapiens) + Cullin-1 (Homo sapiens), P62877+Q13616. in vitro K48 di-Ub FRET, acceptor:donor ratio, 45 min. inhibition, % at 10 µM. actives 0.6% (n = 140,000); in the data active = inhibition above about 25%
Target sequence (P62877 whole entry, looked up): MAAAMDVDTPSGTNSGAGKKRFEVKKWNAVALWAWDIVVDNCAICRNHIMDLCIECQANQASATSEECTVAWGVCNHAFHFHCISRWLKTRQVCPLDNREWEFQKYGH
Target sequence (Q13616 whole entry, looked up): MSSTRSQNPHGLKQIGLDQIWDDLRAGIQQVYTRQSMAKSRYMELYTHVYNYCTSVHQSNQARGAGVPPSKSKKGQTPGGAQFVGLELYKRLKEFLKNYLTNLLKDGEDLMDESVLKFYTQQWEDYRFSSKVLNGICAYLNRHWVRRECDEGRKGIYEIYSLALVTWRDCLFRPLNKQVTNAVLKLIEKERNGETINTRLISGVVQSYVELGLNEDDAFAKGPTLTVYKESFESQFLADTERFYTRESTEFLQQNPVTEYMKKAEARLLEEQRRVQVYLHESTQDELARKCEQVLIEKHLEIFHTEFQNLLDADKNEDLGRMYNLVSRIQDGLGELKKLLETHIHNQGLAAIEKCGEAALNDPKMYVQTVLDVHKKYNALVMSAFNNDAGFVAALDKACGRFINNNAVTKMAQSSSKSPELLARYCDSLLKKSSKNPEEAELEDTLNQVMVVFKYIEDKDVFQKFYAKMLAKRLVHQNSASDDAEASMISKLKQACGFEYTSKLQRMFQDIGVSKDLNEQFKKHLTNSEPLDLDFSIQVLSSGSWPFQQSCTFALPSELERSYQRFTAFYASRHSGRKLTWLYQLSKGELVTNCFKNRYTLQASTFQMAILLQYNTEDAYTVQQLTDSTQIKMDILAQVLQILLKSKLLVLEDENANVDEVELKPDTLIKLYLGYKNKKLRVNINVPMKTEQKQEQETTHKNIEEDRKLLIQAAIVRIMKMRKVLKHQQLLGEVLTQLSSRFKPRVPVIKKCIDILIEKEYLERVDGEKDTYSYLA
The depositor's hits bear a star. An excerpt. The share of hits here may be higher or lower than overall.

Screening CC(=O)N1CCC(Oc2ccc(Cl)cc2C(=O)N2C[C@@H]3CCC[C@H]2C3)CC1 returned ROC1-CUL1 inh 0.
CCc1ccc(NC(=O)C(=O)NCCc2sc(-c3ccc(C)cc3)nc2C)cc1 was read as ROC1-CUL1 inh -6.
`CCC(C)n1c(C)cn2c3c(=O)n(CC(C)C)c(=O)n(C)c3nc12` (configuration not stated) gave ROC1-CUL1 inh -4.
For CC1=Nc2ccc(C(=O)Nc3ccc(C)cc3C)cc2C(=O)C1 the results were ROC1-CUL1 inh 7.
For C/C(=N\NC(=O)C(N)=O)c1ccc(C)s1 the results were ROC1-CUL1 inh 3.
For CC1C(=NC(=O)Nc2ccccc2)SC(=S)N1C (configuration not stated) the results were ROC1-CUL1 inh -7.
Cc1cn2c(N)c(C=C3C=C(Cl)C(=O)C(Cl)=C3)c(=O)nc2s1 was read as ROC1-CUL1 inh 5.
COc1cc(-c2cccc(-c3ccn(Cc4cncn4C)n3)c2)ncn1 was read as ROC1-CUL1 inh 1.
Cc1c([N+](=O)[O-])c2ccc(O)cc2n1-c1ccc(Cl)cc1 was read as ROC1-CUL1 inh 7.
Cc1c(CNC2CCCCC2)c(C(=O)O)c(C)n1Cc1c(F)cccc1Cl was read as ROC1-CUL1 inh -7.
For O=[N+]([O-])c1c(NCCN2CCCC2)ncnc1NCCN1CCCC1 the results were ROC1-CUL1 inh -3.
For COC(=O)c1c(C)[nH]c(C(=O)CSc2ncnc3sc(C)c(-c4ccccc4)c23)c1C the results were ROC1-CUL1 inh 4.
For Cc1cccc(CNC(=O)c2oc3c(c2C)-c2nn(Cc4cccc(Cl)c4)cc2CC3)c1 the results were ROC1-CUL1 inh 9.
`CCOc1ccc(Oc2cc(Oc3ccc(NC(=O)c4cnn5c(C(F)F)cc(-c6ccccc6)nc45)cc3)cc([N+](=O)[O-])c2)cc1` gave ROC1-CUL1 inh -7.
Cc1ccc(CCC(=O)N2CCOc3c(cc(-c4cccnc4)cc3OCCc3cccs3)C2)cc1 was read as ROC1-CUL1 inh -2.
O=c1cc([O-])[n+]2c3n1CCCN3CCC2 was read as ROC1-CUL1 inh 8.
Screening COCC(=O)N1CCCC1C(=O)Nc1ccc(-c2cccc(F)c2)cc1 (configuration not stated) returned ROC1-CUL1 inh 5.
For N#CCOc1ccccc1/C=N/NC(=O)C(=O)N/N=C/c1ccccc1OCC#N the results were ROC1-CUL1 inh -1.
`N#Cc1cc2c(nc1SCC(=O)Nc1ccc(S(=O)(=O)Nc3nccs3)cc1)CCCC2` gave ROC1-CUL1 inh 5.
`CC1(C)CC(C)(c2ccccc2)c2cc(SC#N)ccc2N1` (configuration not stated) gave ROC1-CUL1 inh 12.

As a short view, twelve of the compounds above.
Screening CC(=O)N1CCC(Oc2ccc(Cl)cc2C(=O)N2C[C@@H]3CCC[C@H]2C3)CC1 returned ROC1-CUL1 inh 0.
CCc1ccc(NC(=O)C(=O)NCCc2sc(-c3ccc(C)cc3)nc2C)cc1 was read as ROC1-CUL1 inh -6.
`CCC(C)n1c(C)cn2c3c(=O)n(CC(C)C)c(=O)n(C)c3nc12` (configuration not stated) gave ROC1-CUL1 inh -4.
For CC1=Nc2ccc(C(=O)Nc3ccc(C)cc3C)cc2C(=O)C1 the results were ROC1-CUL1 inh 7.
For C/C(=N\NC(=O)C(N)=O)c1ccc(C)s1 the results were ROC1-CUL1 inh 3.
For CC1C(=NC(=O)Nc2ccccc2)SC(=S)N1C (configuration not stated) the results were ROC1-CUL1 inh -7.
Cc1cn2c(N)c(C=C3C=C(Cl)C(=O)C(Cl)=C3)c(=O)nc2s1 was read as ROC1-CUL1 inh 5.
COc1cc(-c2cccc(-c3ccn(Cc4cncn4C)n3)c2)ncn1 was read as ROC1-CUL1 inh 1.
Cc1c([N+](=O)[O-])c2ccc(O)cc2n1-c1ccc(Cl)cc1 was read as ROC1-CUL1 inh 7.
Cc1c(CNC2CCCCC2)c(C(=O)O)c(C)n1Cc1c(F)cccc1Cl was read as ROC1-CUL1 inh -7.
For O=[N+]([O-])c1c(NCCN2CCCC2)ncnc1NCCN1CCCC1 the results were ROC1-CUL1 inh -3.
For COC(=O)c1c(C)[nH]c(C(=O)CSc2ncnc3sc(C)c(-c4ccccc4)c23)c1C the results were ROC1-CUL1 inh 4.

(cont.)
`Cc1ccc(CSc2nnc(C3CC3)n2C(C)C)cc1` gave ROC1-CUL1 inh 10.
Screening OC1(Cc2cc(-c3ccccc3)no2)CCN(Cc2ccccc2)CC1 returned ROC1-CUL1 inh 1.
Cc1ccc2nc(-c3ccc(Cl)c(NC(=O)c4ccc(Br)o4)c3)oc2c1 was read as ROC1-CUL1 inh -4.
For COc1ccc(-n2nnnc2SCC(=O)Nc2nonc2-c2nc3ccccc3n2C)cc1 the results were ROC1-CUL1 inh 5.
For O=c1n(Cc2ccc(F)cc2)c2ccccc2c2nc(-c3ccccc3)nn12 the results were ROC1-CUL1 inh -1.
For Cc1cc(C)c2nc(NC(=O)c3ccc(S(=O)(=O)N4CCCC4)cc3)sc2c1 the results were ROC1-CUL1 inh 1.
CN(Cc1cnccn1)[C@@H]1c2ccccc2C2(CCNCC2)[C@H]1O was read as ROC1-CUL1 inh 6.
Screening CN1CCN(C(=S)NC(=O)c2ccc(Cl)cc2)CC1 returned ROC1-CUL1 inh 1.
For COc1cccc(NC(=O)Nc2cc(-c3cn4cccnc4n3)ccc2C)c1 the results were ROC1-CUL1 inh 6.
Screening Cc1noc(C)c1CCCNC(=O)c1ccc(N2CCC(N(C)C)C2)nc1 (configuration not stated) returned ROC1-CUL1 inh -3.
Screening COc1ccccc1N1CCN(S(=O)(=O)c2c(C)nc3sccn3c2=O)CC1 returned ROC1-CUL1 inh 7.
Screening Cc1c(CC(=O)N(C)Cc2ccncn2)c2c(n1Cc1ccccc1)CCCC2=O returned ROC1-CUL1 inh 2.
`Cc1ccc(S(=O)(=O)N(CC(=O)Nc2ccc(S(=O)(=O)N3CCOCC3)cc2)c2cc(C)cc(C)c2)cc1` gave ROC1-CUL1 inh -6.
CCN(CC)CCC(=O)NC(C)c1cnn(-c2ccccc2C)c1C (configuration not stated) was read as ROC1-CUL1 inh 18.
Cc1csc2nc(COc3ccc(NC(=O)c4ccccc4F)cc3)cc(=O)n12 was read as ROC1-CUL1 inh 1.
Screening Cc1cccc(NC(=O)CC(C)C)n1 returned ROC1-CUL1 inh -5.
CCOc1ccc(OCC)c(NC(=O)C2CCN(c3cnccn3)CC2)c1 was read as ROC1-CUL1 inh 1.
Screening COc1cccc2c1N(C)C(=O)CC2=O returned ROC1-CUL1 inh -3.
O=C(O)c1ccc(NNC(=O)C(F)(F)F)nc1 was read as ROC1-CUL1 inh 8.
Screening C=CCC(O)(CC=C)CNC(=O)CCC1(Cc2ccc3ccccc3c2)CCC(=O)N1 (configuration not stated) returned ROC1-CUL1 inh 10.
Screening COc1ccc(C(=O)N=c2nc(-c3ccccc3)n(-c3ccccc3)s2)cc1 returned ROC1-CUL1 inh -4.
`N=C1NC(=O)/C(=C/c2cc(O)ccc2Cl)S1` gave ROC1-CUL1 inh -2.
CCOc1ccc(C2Nc3ccccc3C(=O)N2c2ccc3ccccc3c2)cc1 (configuration not stated) was read as ROC1-CUL1 inh 0.
COc1cccc(-c2cn3c(n2)sc2cc(C(=O)NC4CCCCC4)ccc23)c1 was read as ROC1-CUL1 inh 0.
`COc1ccc(/C=N/NC(=O)CSc2nnc(-c3cc(OC)c(OC)c(OC)c3)n2-c2ccccc2)cc1CSc1ccccn1` gave ROC1-CUL1 inh 2.
`COCc1cc(C)nc2sc3c(=O)n(-c4ccccc4C(F)(F)F)nnc3c12` gave ROC1-CUL1 inh -10.
`Cc1nc(NC(=O)c2cccs2)ccc1Br` gave ROC1-CUL1 inh 1.
`COc1ccc(/C=C2/SC(=O)N(Cc3c(F)cccc3Cl)C2=O)cc1OC` gave ROC1-CUL1 inh 2.
Screening CNC(=O)c1cc(S(=O)(=O)NC2CCCC2)ccc1C returned ROC1-CUL1 inh 4.
Screening CCNC(=S)NNC(=O)c1cnn(CC)c1 returned ROC1-CUL1 inh 4.
Cc1ccc(NC(=O)c2cnc(SCC(=O)N3CCOCC3)n(C)c2=O)cc1C was read as ROC1-CUL1 inh -11.
COc1ccccc1N1CCN(c2ccc(-c3nc(-c4ccccc4C)no3)cc2[N+](=O)[O-])CC1 was read as ROC1-CUL1 inh -1.
For COc1ccc(F)c(CC2(CCC(=O)N(C)CCC3CCCCO3)CCC(=O)N2)c1 (configuration not stated) the results were ROC1-CUL1 inh -1.
O=C(O)c1nccnc1C(=O)Nc1ccc(NC(=O)c2nccnc2C(=O)O)cc1 was read as ROC1-CUL1 inh 2.
COc1ccc(C(C)(C)NC(=O)C2CCC(=O)N(Cc3ccccc3F)C2)cc1OC (configuration not stated) was read as ROC1-CUL1 inh 0.
For COCCCNc1ncnc2sc(C(=O)N3CCN(Cc4ccccc4OC)CC3)c(C)c12 the results were ROC1-CUL1 inh -8.
For O=C(c1ccccc1)c1ccc2nc(-c3cccc(NC(=O)C4CC4)c3)[nH]c2c1 the results were ROC1-CUL1 inh 3.
`C=Cc1ccc(Cn2c(=O)n(-c3cccc(Cl)c3)c(=O)c3c4c(sc32)CN(C(C)=O)CC4)cc1` gave ROC1-CUL1 inh 3.
`Cc1cc2nc(N3CCC(C(=O)NCC4(c5ccccc5)CCOCC4)CC3)nc(C)c2cc1C` gave ROC1-CUL1 inh -1.
Screening CCOC(=O)C(NC(=O)c1ccc(Cl)cc1Cl)(Nc1ccc(C)cc1)C(F)(F)F (configuration not stated) returned ROC1-CUL1 inh -9.
`C=CCSc1nnc(-c2ccc(NC(=O)c3ccc(OCCCC)cc3)cc2)n1C` gave ROC1-CUL1 inh -19.
COc1ccccc1CNC(=O)CCn1c(=O)c2ccccc2n(CC(=O)Nc2cccc(Cl)c2)c1=O was read as ROC1-CUL1 inh -7.
Screening Fc1ccc(-c2cnnc(NCCCOc3cccnc3)n2)cc1 returned ROC1-CUL1 inh 1.
Cc1ccc(-c2nc(C)c(CCNC(=O)C(=O)Nc3ccc4c(c3)OCO4)s2)cc1 was read as ROC1-CUL1 inh 2.
N#Cc1nc(-c2ccc(COc3ccccc3)o2)oc1NCc1cccnc1 was read as ROC1-CUL1 inh -2.
Cc1ccc2c(c1)-c1c(ssc1=Nc1ccc(Cl)c(Cl)c1)C(C)(C)N2 was read as ROC1-CUL1 inh 4.
For CCCCNc1nc(Oc2ccc(=O)[nH]n2)nc(N(C)C)n1 the results were ROC1-CUL1 inh 5.
`C=CCN1C(=O)NC(=O)/C(=C/c2cc(I)cc(I)c2OC)C1=O` gave ROC1-CUL1 inh -7.
`COc1ccc(-n2nc(C(=O)N=C3C(=O)N(c4ccccc4)N(C)C3C)nc2-c2ccccc2)cc1` (configuration not stated) gave ROC1-CUL1 inh 10.
`CCCCNC(=O)CCN1C(=O)c2ccccc2S1(=O)=O` gave ROC1-CUL1 inh -6.
For CC(Oc1ccc(Cl)cc1)C(=O)N1CCCCC1 (configuration not stated) the results were ROC1-CUL1 inh 0.
`O=C(Cn1c(=O)c2ccccc2n2nncc12)Nc1cccc(F)c1` gave ROC1-CUL1 inh 11.
For O=C1CCCC(=NC2CCCCC2)C1 the results were ROC1-CUL1 inh -2.
`COC(=O)NNC(=O)COc1ccc2ccccc2c1Br` gave ROC1-CUL1 inh 7.
`CN(Cc1ccc(F)cc1)C(=O)c1cc(COc2ccccc2)[nH]n1` gave ROC1-CUL1 inh 5.
For CC(NC(=O)C1CC=CCC1C(=O)O)C1CC2CCC1C2 (configuration not stated) the results were ROC1-CUL1 inh 13.
`Cc1ccc(NC(=O)CCc2nnc3n(CC(C)C)c(=O)c4ccccc4n23)cc1C` gave ROC1-CUL1 inh -6.
For COc1ccc(C(=O)Nc2ccc(Cl)cc2C(=O)NCc2cccnc2)cc1 the results were ROC1-CUL1 inh -9.
CCN(CC)C1CCN(C(=O)c2cn(C3CC3)cc(C(=O)NCC3CCCCC3)c2=O)C1 (configuration not stated) was read as ROC1-CUL1 inh 7.
For Cc1ccc2c(Cl)c(C(=O)N3CCN(c4ccc(F)cc4)CC3)sc2c1 the results were ROC1-CUL1 inh -5.
COCCCn1c(=N)c(C(=O)NC2CCCC2)cc2c(=O)n3cccc(C)c3nc21 was read as ROC1-CUL1 inh 0.
`COc1ccccc1CCNC(=O)C(=O)NCC(c1cccs1)S(=O)(=O)c1cccs1` (configuration not stated) gave ROC1-CUL1 inh 5.
CCOC(=O)C1=C(C)N(c2ccc(C)cc2)C(=O)/C1=C\c1ccccc1 was read as ROC1-CUL1 inh -10.
COc1ccccc1C1CN(Cc2ccc(OCCO)cc2)Cc2ccccc2O1 (configuration not stated) was read as ROC1-CUL1 inh -13.
`Cc1ccc(CNS(=O)(=O)c2cc3c(cc2C)N(C)CCO3)cc1` gave ROC1-CUL1 inh 2.
`COc1ccccc1-c1ccnc(-n2ncc(C(=O)N3CCN(C(C)C)CC3)c2C2CC2)n1` gave ROC1-CUL1 inh -3.
`COc1ccc(-c2nc3cc(NC(=O)CSc4ccc(Cl)cc4)ccc3o2)cc1Cl` gave ROC1-CUL1 inh -8.
For C=CCNC(=O)NC(C)c1cnc(N2CCCCCCC2)nc1C (configuration not stated) the results were ROC1-CUL1 inh -5.
For Cc1c(-c2nnc(-c3ccccc3)o2)nnn1-c1ccc(F)cc1 the results were ROC1-CUL1 inh -6.
For CCOc1ccc(/C=C/c2nc(C#N)c(N3CCC(C)CC3)o2)cc1 the results were ROC1-CUL1 inh -4.
CCc1ccc(NC(=O)CN2C(=O)c3ccccc3Sc3ccc(C(=O)N4CCCC4)cc32)cc1 was read as ROC1-CUL1 inh 3.
CC(=O)c1cc(C(=O)NC2CCCN(CCc3ccccc3)C2)cs1 (configuration not stated) was read as ROC1-CUL1 inh -11.
`COc1cccc(OCC2CCCN(C(=O)CCC3(Cc4ccccc4)CCC(=O)N3)C2)c1` (configuration not stated) gave ROC1-CUL1 inh 0.
Screening O=C(c1nn2c(c1Cl)NC(c1ccc(Br)cc1)CC2C(F)(F)F)N1CCN(C23CC4CC(CC(C4)C2)C3)CC1 (configuration not stated) returned ROC1-CUL1 inh -6.
For COc1cccc(NC(=O)C2CCCN(S(=O)(=O)c3cccc4nonc34)C2)c1 (configuration not stated) the results were ROC1-CUL1 inh 4.
`Cc1nn(Cc2ccc(F)cc2)c(C)c1NC(=O)CC12CC3CC(CC(C3)C1)C2` gave ROC1-CUL1 inh -3.
